# H9c2 TAG inh: triacylglycerol accumulation inhibition; inhibition, % at 12.5 µM; H9c2 cells, Nile Red lipid (TAG) fluorescence; cells loaded with 200 µM oleic acid; AID 651582; 230,000 tested, 0.66% active;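 active = pattern-corrected inhibition of lipid staining of at least 50% with the nuclear-stain viability signal not falling by more than 50%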;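 also: 0% = DMSO wells and 100% = triacsin C control wells; some results filed as inactive read as strong as hits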
# H9c2 TAG inh DAPI viability: recorded beside H9c2 TAG inh, whose call it bears; DAPI nuclei signal change (viability), lower = more cytotoxic, %;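 whole-well DAPI fluorescence read on a plate reader as a viability signal; minus 50 percent equals half of cells still viable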
# Numbers without * were called inactive. Only part of the results is shown (hit frequency here may not be typical).
# The opening 6 compounds as a preview:
# Order of values – H9c2 TAG inh	H9c2 TAG inh DAPI viability
> CC1(C)C(=O)Nc2ccccc2N1C(=O)COc1ncnc2ccccc12
 : 6	-5
> CC(=O)Nc1ccc(Br)c(Cl)c1
 : -4	3
> COc1cc(C(=O)N2CCC2(C)C(=O)NC(C)C)cc(OC)c1OC (stereo not given)
 : 1	-8
> CCOC(=O)C1CCCN(c2nc3ccccc3nc2C(C#N)C(=O)OCCOC)C1 (stereo not given)
 : 6	-7
> CCN(CC)C(=O)Cn1c(=O)n(Cc2ccc(F)cc2)c(=O)c2sccc21
 : -10	1
> O=S(=O)(Nc1cc(Cl)ccc1-n1cncn1)c1ccccc1Cl
 : 9	4

# The whole of this part, previewed entries included:
# Order of values – H9c2 TAG inh	H9c2 TAG inh DAPI viability
> CC1(C)C(=O)Nc2ccccc2N1C(=O)COc1ncnc2ccccc12
 : 6	-5
> CC(=O)Nc1ccc(Br)c(Cl)c1
 : -4	3
> COc1cc(C(=O)N2CCC2(C)C(=O)NC(C)C)cc(OC)c1OC (stereo not given)
 : 1	-8
> CCOC(=O)C1CCCN(c2nc3ccccc3nc2C(C#N)C(=O)OCCOC)C1 (stereo not given)
 : 6	-7
> CCN(CC)C(=O)Cn1c(=O)n(Cc2ccc(F)cc2)c(=O)c2sccc21
 : -10	1
> O=S(=O)(Nc1cc(Cl)ccc1-n1cncn1)c1ccccc1Cl
 : 9	4
> Fc1cc2[nH]cnc2cc1Cl
 : 5	-10
> Cc1cc(C(=O)Nc2c(F)cc(F)cc2Br)cs1
 : -4	-4
> c1cncc(C(c2nnnn2C2CCCCC2)N2CCCCC2)c1 (stereo not given)
 : 35	-40
> COc1ccc(C(CNC(=O)C2CC(=O)N(Cc3ccc(C)cc3)C2)N(C)C)cc1 (stereo not given)
 : 11	6
> CN(c1ccc(OC(=O)CC2OC(=O)c3ccccc32)cc1)S(=O)(=O)c1ccccc1 (stereo not given)
 : -4	4
> COc1ccc(CNC(=O)CCCCCNc2nc(=S)[nH]c3ccccc23)cc1
 : 8	3
> Cn1cccc1C(=O)OCC(=O)NCCc1ccccc1
 : -14	2
> Cc1c(C)n2c(SCC(=O)N3CCC(C)CC3)nnc2[nH]c1=O
 : -4	8
> CCC(=O)N1CCc2cc(S(=O)(=O)CCC(=O)Nc3cccc(F)c3)ccc21
 : 13	-9
> CCOc1ccc(C(=O)N[C@H](C(=O)NC2CCCCC2)C(C)C)cc1
 : -1	-3
> CCOC(=O)N1CCC(NC(=O)c2cccc3c2C(=O)N(c2ccc(OC)cc2)C3)CC1
 : 19	-14
> CC1CCCC(NC(=O)COC(=O)c2ccc([N+](=O)[O-])o2)C1C (stereo not given)
 : 3	-3
> CC(=O)c1c(C)[nH]c(C(=O)NNC(=O)c2ccc(C)cc2)c1C
 : -1	0
> COc1ccc(NC(=O)CN(C)C(=O)CNC(=O)c2ccc3c(c2)OCO3)cc1
 : -7	-2
> Cc1ccc(Oc2ccc(N)cc2)cc1
 : 5	1
> COc1cccc(Cn2c3ccc(NC(=O)Cc4ccccc4C)cc3c(=O)n2C)c1
 : 14	18
> O=C1C2C3C=CC(C3)C2C(=O)N1Nc1ccccc1 (stereo not given)
 : -11	6
> O=S(=O)(c1ccc(-c2ccon2)s1)N1CCOCC1
 : -1	8
> CCn1c(C)nc2cc(S(=O)(=O)Nc3ccc(C)cc3)ccc21
 : -27	12
> Nc1cc2c(cc1Br)[nH]c(=O)c1ccccc12
 : 77*	-49*
> N#C/C(=C\c1cccs1)c1nc2ccccc2[nH]1
 : 12	4
> CC(NCC(=O)NCC(=O)Nc1ccc(F)cc1)c1cccc(C(F)(F)F)c1 (stereo not given)
 : 15	-1
> COCC(=O)NCCNc1nc2ccc(C)cc2cc1C
 : -7	11
> COc1ccc(NC(=S)Nc2ncccc2C)cc1OC
 : -13	0
> COc1ccc(CCNC(=S)NC(=O)c2cc(OC)c(OC)c(OC)c2)cc1OC
 : -12	2
> COc1cccc(-c2csc(N3CCN(C(=S)NCC(C)C)CC3)n2)c1
 : 1	1
> Cc1ccc2c(c1)C1CN(C)CCC1N2Sc1ccccc1[N+](=O)[O-] (stereo not given)
 : 30	-9
> Cn1cc(S(=O)(=O)N2CCCC2)cc1C(=O)NCc1ccccc1
 : 9	-4
> CCCCN(Cc1ccccc1)c1ncnc2nc[nH]c12
 : -7	4
> Cc1ccc(-n2ncc3c(=O)n(CC(=O)NCc4ccco4)cnc32)cc1
 : -18	4
> O=C1C=C(c2ccc3c(c2)OCO3)C[C@@H](c2ccc3c(c2)OCO3)C1
 : -5	6
> COc1ccccc1NS(=O)(=O)c1cc(NC(C)=O)ccc1N1CCCCC1
 : 22	-5
> CCn1c(CSCc2c(Cl)cccc2Cl)n[nH]c1=S
 : 1	-4
> COC(=O)C[C@H]1C[C@H]2c3cc(NC(=O)C4CCOCC4)ccc3O[C@H]2[C@H](CO)O1
 : 10	-5
> Cc1cccc(C)c1NC(=O)COC(=O)CN1C(=O)C2CCCCC2C1=O (stereo not given)
 : -14	9
> CCCCn1c(N)c(N(CC(C)C)C(=O)C2=NN(c3cc(C)ccc3C)C(=O)CC2)c(=O)[nH]c1=O
 : 12	-1
> COC(CNc1cc(=O)oc2ccccc12)OC
 : -27	4
> CC(=O)Nc1ccccc1C(=O)N1CCN(Cc2ccccc2)CC1
 : -10	0
> Cc1ccc(NC(=O)c2noc(C(C)C)c2[N+](=O)[O-])cc1
 : -10	-2
> COc1ccc(CCNC(=O)c2cc3sc(Cl)cc3n2C)cc1OC
 : 22	-5
> N#CCSc1nnc(-c2c[nH]c3ccccc23)o1
 : 6	4
> CC(=O)NS(=O)(=O)c1ccc(NC(=S)NC(=O)COc2ccccc2C)cc1
 : -2	5
> CC(C)Cc1nnc(NC(=O)C2CC(=O)N(Cc3ccccc3)C2)s1 (stereo not given)
 : -6	3
> O=C1C(c2ccnc3ccccc23)=C(O)c2ccccc21
 : 5	-8

# Other compounds follow.
# Order of values – H9c2 TAG inh	H9c2 TAG inh DAPI viability
> O=C(O)CCCn1c(=O)[nH]c2ccccc2c1=O
 : 6	-5
> CCOc1ccccc1CNC(=O)C1CCN(S(=O)(=O)N2CCC(C)CC2)CC1
 : 1	-7
> Cn1c(SCC(=O)C(C)(C)C)nnc1-c1ccc(F)cc1
 : -8	11
> CC[C@]12c3[nH]c4ccc(OC)cc4c3CCN1C(=O)C(CC(=O)NCC13CC4CC(CC(C4)C1)C3)C[C@@H]2C(=O)N1CCN(C(=O)c2ccco2)CC1 (stereo not given in full)
 : 16	-7
> Cc1c(Cc2ccccc2)c(=O)oc2cc(OC(=O)c3ccccc3)ccc12
 : -72	40
> O=C(CSc1nnc(Cc2cccs2)n1-c1ccc(Cl)cc1)NCc1ccc2c(c1)OCO2
 : -15	8
> Cc1nc(SCC(=O)NC2CCCCC2C)c(C#N)c(C)c1C (stereo not given)
 : -11	13
> COc1ccc(S(=O)(=O)N(C)[C@H]2C[C@H]3c4cc(Oc5ccccc5C)ccc4CCN3C(=O)[C@H]2[C@H](C)O)cc1
 : 22	-16
> CC(C)(C)N1[C@@H](CC(=O)O)c2cc(C(F)(F)F)ccc2S1(=O)=O
 : 7	0
> Cc1cc(C)cc(-n2ccnc2SCC(=O)c2c(N)n(C3CC3)c(=O)[nH]c2=O)c1
 : 13	-14
> COc1ccc(C(=O)N2CCN(CCNC(=O)C(=O)Nc3ccc(Br)cc3)CC2)cc1
 : -5	-3
> Cn1ccc(CC(=O)N2CCC(N3CCC(C(=O)N4CCCC4)CC3)CC2)c1
 : -16	4
> CC1=CC(C)(C)N=C(Nc2nc(C)c3cc(C)cc(C)c3n2)N1
 : 10	-7
> CN1CCN(CC#CCC(O)(c2ccccc2)c2ccccc2)CC1
 : -6	4
> CCO[C@@H]1OC(C(=O)N2CCN(Cc3ccc4c(c3)OCO4)CC2)=C[C@H](C2CCCCC2)[C@H]1CCCO
 : 5	-4
> C=CCC[C@@H](Cc1ccc(F)cc1)C(=O)OC[C@@H](NC(=O)[C@H](CC=C)CC(=O)N(CCO)Cc1ccccc1)c1ccccc1
 : 30	-6
> CC1(C)Cc2c(C#N)c(N3CCOCC3)nc(-c3ccccc3)c2CO1
 : 16	-2
> CC1(c2ccc(Cl)cc2)NC(=S)N2C1NC(=S)N2c1ccccc1 (stereo not given)
 : 3	0
> O=C(CN1CCN(c2ccccn2)CC1)N(c1ccccc1)c1ccc2ccccc2c1
 : -19	-2
> CCOC(=O)C1CCN(C(=O)c2ccc3c(=O)n4nc(Nc5ccccc5)sc4nc3c2)CC1
 : 20	0
> Cc1cccc(C)c1NC(=O)c1cc(S(=O)(=O)N2CCC3(CC2)OCCO3)ccc1F
 : -3	8
> CCN1CCN(c2ccc(S(=O)(=O)N3CCOCC3)cc2NC(=O)c2ccc(C(F)(F)F)cc2)CC1
 : 20	-4
> CC1(C)CC=CC(COC(=O)c2ccccc2C(=O)O)C1 (stereo not given)
 : 2	3
> COc1ccc(C2CC(c3ccc(Cl)cc3)Nc3nc(NC(=O)c4ccco4)nn32)cc1 (stereo not given)
 : 11	-1
> CN(Cc1ccc(F)cc1)C(=O)c1ccc(NS(=O)(=O)c2ccc3[nH]c(=O)[nH]c3c2)cc1
 : -12	0
> COC(=O)C(C(=O)OC)C(c1ccccc1)C(C(=O)c1ccccc1)[N+](=O)[O-] (stereo not given)
 : -9	0
> COc1ccc(-c2nc(NC(=O)C3=NN(c4cccc(C)c4)C(=O)CC3)sc2C)cc1
 : 21	12
> Cc1ccc(OCCCCn2cnc3ccccc32)c(C)c1
 : -66	25
> O=C(Nc1ccn(CCCNCCN2CCOCC2)c(=O)n1)OCc1ccccc1
 : -5	5
> O=C(CN1CCN(S(=O)(=O)c2cccc(F)c2)CC1)NCC1(N2CCOCC2)CCCCC1
 : 5	-2

# Some values from the list.
# H9c2 TAG inh DAPI viability with Cc1cccc(C)c1NC(=O)c1cc(S(=O)(=O)N2CCC3(CC2)OCCO3)ccc1F : 8
# H9c2 TAG inh DAPI viability with O=C(CN1CCN(S(=O)(=O)c2cccc(F)c2)CC1)NCC1(N2CCOCC2)CCCCC1 : -2

# Remaining list, next part:
# Order of values – H9c2 TAG inh	H9c2 TAG inh DAPI viability
> CCC(=O)c1ccc(N2CCCCCC2)c(F)c1
 : -10	5
> Cc1nn(C)c(C)c1S(=O)(=O)N(CC(=O)Nc1ccccn1)c1ccc(C(C)C)cc1
 : -1	-3
> O=C(CSc1nc2nn(-c3ccccc3)c(=O)c-2c2n1CCCCC2)Nc1ccc(F)c(F)c1
 : 16	7
> N=c1oc2ccccc2cc1C(=O)NC1CCCCCC1
 : -5	-2
> CSc1ccc(CN2C(=O)C(F)(F)Oc3c(C(C)=O)cccc32)cc1
 : -6	-13
> O=C(NCc1cccnc1)c1cnn2ccccc12
 : 5	-9
> C/C(=N\Nc1cccc(C(=O)O)c1)c1ccc(Cl)s1
 : -1	0
> CC(=O)Nc1ccc(C(=O)Nc2cccc(S(=O)(=O)NC3=NCCC3)c2)cc1
 : -15	0
> COC(=O)c1cc(S(=O)(=O)NCc2ccc3c(c2)OCO3)c[nH]1
 : 2	6
> Cc1ccc(S(=O)(=O)N2CCC(C(=O)Nc3ccc(N4CCOCC4)cc3)CC2)cc1C
 : 3	-3
> CNc1ccc(Br)cc(C(=O)/C=C/c2cccc(Cl)c2Cl)c1=O
 : 0	3
> CC(=O)c1c(C)[nH]c(C(=O)COC(=O)CCNS(=O)(=O)c2ccc(C)c(C)c2)c1C
 : 0	2
> CC1CC(C)CN(S(=O)(=O)c2cccc3nsnc23)C1 (stereo not given)
 : -6	-7
> Cc1onc(-c2ccccc2Cl)c1C(=O)NCc1ccc(S(N)(=O)=O)cc1
 : -20	5
> O=C(COC(=O)c1ccccc1NC(=O)c1ccco1)Nc1ccc2c(c1)OCO2
 : -11	2
> CCOc1ccc2nc(SCC)[nH]c2c1
 : 13	-2
> Cc1cc(C)n(-c2nc3ccccc3nc2NCCc2ccccc2)n1
 : 0	13
> COc1cccc(/C=N/Nc2ncnc3c2ncn3Cc2ccccc2)c1O
 : -9	-13
> CC(=O)N1CN(C2CCCC2)Cc2c1sc1c2CCCC1
 : 27	-9
> O=C(NCCO)c1ccc(Cl)c(Cl)c1
 : 2	13
> COc1ccc(C)cc1NC(=O)COC(=O)C1CC1
 : 3	1
> CC1CCN(c2nc3ccc(C(=O)O)cc3s2)CC1
 : 2	-4
> Cc1ccc(C(=O)N[C@H](C(=O)Nc2cccc(S(=O)(=O)N3CCOCC3)c2)C(C)C)cc1
 : 11	1
> Cc1ccc(OS(=O)(=O)c2ccccc2)c(/C=N/N=C2\NC(=O)C(C)S2)c1 (stereo not given)
 : -17	-3
> C=CCc1cc(/C=C2/NC(=O)NC2=O)cc(OCC)c1O
 : -2	-7
> CCCC(C(=O)OCCN(CC)CC)(c1ccccc1)c1ccccc1
 : -8	16
> COc1ccc([C@@H]2[C@@H]3C(=O)N(C(C)(C)C)C(=O)[C@@H]3[C@]3(C)C(=O)N(c4cccc(Cl)c4)C(=O)N23)cc1
 : 6	-8
> Cc1cc(Cl)c(Cl)cc1S(=O)(=O)NCCCn1ccnc1
 : -8	2
> Cc1cc(C)c(NS(=O)(=O)c2cccc3cccnc23)c(C)c1
 : 3	0
> Cc1ccccc1N1CCN(C2CCCN(C(=O)CCC3(C)CC3)C2)CC1 (stereo not given)
 : -8	3
> COC(=O)c1ccc(CN2C(=O)NC3(CCC(C)CC3)C2=O)cc1 (stereo not given)
 : -12	-2
> Cc1ccc(-c2ccc(S(=O)(=O)NCc3ccco3)cc2)cc1
 : 11	-10
> CCC(C)NC(=O)CSC1=Nc2ccccc2C2=NC(CC(=O)NCc3ccc(F)cc3)C(=O)N12 (stereo not given)
 : -14	0
> COc1ccc(CCNC(=O)c2[nH]c(C)c(C(C)=O)c2C)cc1OC
 : 20	20
> COc1cccc(CNc2ccc(S(=O)(=O)N3CCN(C)CC3)cn2)c1
 : -5	5
